Screening data: PubChem BioAssay, several laboratories
SKKanGAS inh = inhibitors of SKKanGAS S. pyogenes growth in kanamycin (SK-promoter or general growth effect) | BacTiter-Glo, 6 h | AID 1662 | 300,000 tested, 1.3% active | inhibition, % at 7.5 µM;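 active means mean replicate score, as percent of positive control median, at least 50; inconclusive means mean below 50 but one replicate at or above 50; inactive means mean and every replicate below 50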;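 further: strain carries kanamycin resistance gene driven by streptokinase promoter and grows in 40 µg/ml kanamycin; loss of luminescence reflects streptokinase promoter inhibition or plain growth inhibition; 0% = median of DMSO wells and 100% = positive control at its reference dose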
RGS4 inh = inhibitors of human RGS4; AID 463165; B-score at 10 µM; HEK293 M3R/RGS4 inducible, Fluo-4 calcium flux; active compounds read high; triggered by carbachol at its EC20; P49798; 310,000 tested, 0.45% active;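 active means B-score, a plate-corrected calcium signal, over three deviations above library mean, with baseline fluorescence within five deviations of library mean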;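 further: RGS4 expression induced by doxycycline in cells with stable M3 receptor; B-score is computed from the integrated fluorescence ratio over baseline after carbachol; higher B-score means a larger calcium signal and so more RGS4 inhibition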
Target sequence (P49798 whole entry, looked up): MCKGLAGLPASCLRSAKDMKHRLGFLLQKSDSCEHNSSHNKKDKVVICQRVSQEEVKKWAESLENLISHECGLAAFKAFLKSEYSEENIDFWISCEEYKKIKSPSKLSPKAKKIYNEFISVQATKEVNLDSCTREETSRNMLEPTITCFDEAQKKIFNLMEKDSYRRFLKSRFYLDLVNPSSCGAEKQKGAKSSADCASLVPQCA
ANO1 block = inhibitors of mouse TMEM16A calcium-activated chloride channel; normalized B-score (activity score, 25-100; higher = stronger inhibition) at 10 µM; AID 588511; 310,000 tested, 1.2% active; HEK293 TMEM16A/YFP iodide influx fluorescence, ionomycin; Q8BHY3;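 active means ratio plate-corrected score three or more library SD toward inhibition, starting fluorescence score within five deviations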;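 further: score derived from kinetic fluorescence span divided by baseline fluorescence per well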
TRPC6 inhibitor = mouse TRPC6 channel inhibition; Q61143; HEK293-TRPC6, membrane potential dye, ACh-evoked depolarization; active compounds read low; B-score at 10 µM; 310,000 tested, 1.1% active;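 active means B-score under library mean minus 3 SD, initial fluorescence not abnormally high, positive integrated signal ratio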;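 further: B-score derived from integrated fluorescence ratio over the kinetic read; more negative B-score means stronger inhibition of depolarization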
Target sequence (Q61143 whole entry, looked up): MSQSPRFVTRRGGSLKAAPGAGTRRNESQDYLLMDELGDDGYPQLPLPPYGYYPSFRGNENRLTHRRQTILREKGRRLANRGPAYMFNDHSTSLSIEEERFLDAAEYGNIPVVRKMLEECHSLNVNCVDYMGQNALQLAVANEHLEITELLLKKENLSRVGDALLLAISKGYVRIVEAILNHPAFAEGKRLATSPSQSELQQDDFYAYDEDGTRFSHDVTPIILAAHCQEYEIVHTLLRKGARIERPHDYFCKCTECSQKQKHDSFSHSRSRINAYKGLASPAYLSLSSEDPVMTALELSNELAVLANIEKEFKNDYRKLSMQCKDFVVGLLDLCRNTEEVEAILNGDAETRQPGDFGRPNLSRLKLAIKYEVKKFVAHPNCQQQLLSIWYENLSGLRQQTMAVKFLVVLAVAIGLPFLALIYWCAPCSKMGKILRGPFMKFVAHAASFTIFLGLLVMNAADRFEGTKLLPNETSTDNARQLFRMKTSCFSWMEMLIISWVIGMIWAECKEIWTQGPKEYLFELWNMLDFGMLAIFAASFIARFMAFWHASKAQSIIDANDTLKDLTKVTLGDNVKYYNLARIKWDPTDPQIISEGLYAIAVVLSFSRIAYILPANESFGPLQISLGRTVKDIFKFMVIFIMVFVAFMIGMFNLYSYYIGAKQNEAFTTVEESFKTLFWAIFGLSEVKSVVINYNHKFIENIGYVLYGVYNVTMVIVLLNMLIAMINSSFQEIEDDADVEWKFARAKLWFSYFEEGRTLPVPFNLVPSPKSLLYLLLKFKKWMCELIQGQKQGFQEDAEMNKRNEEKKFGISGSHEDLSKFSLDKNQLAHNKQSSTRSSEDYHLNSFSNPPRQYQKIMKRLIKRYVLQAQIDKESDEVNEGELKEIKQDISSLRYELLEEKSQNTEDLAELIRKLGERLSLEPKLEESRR
MrgX1 PAM = human MrgX1 positive allosteric modulation, primary screen | B-score at 10 µM | 310,000 tested, 0.63% active | Q96LB2 | MrgX1-HEK293, Fluo-4 calcium flux, FDSS; active compounds read high;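 active means plate-corrected calcium response at least 3 library SD above typical, normal starting fluorescence, not activating the receptor alone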;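 further: compound read alongside a low EC10 to EC30 dose of BAM8-22 agonist; peak minus trough fluorescence over baseline measured at the second addition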
HDAC3 inhib = inhibitors of human histone deacetylase 3; O15379; AID 2718; recombinant HDAC3, fluorogenic peptide/trypsin coupled, fluorescence; inhibition, % at 8.3 µM; 320,000 tested, 0.15% active; in the data active means inhibition above about 26%, passing the limit was not always enough; inconclusive means no clear call, values can overlap the other calls
TRPC6 activator = mouse TRPC6 channel activation; 310,000 tested, 0.13% active; B-score at 10 µM; Q61143; HEK293-TRPC6 membrane potential dye fluorescence; active compounds read high;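 active means B-score of the integrated fluorescence ratio above library mean plus 3 SD, and starting fluorescence ratio within library mean plus 5 SD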;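 further: higher score means more depolarization so channel activation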
RGS4 pot = RGS4 potentiation or activation; HEK293 M3R/inducible RGS4, carbachol calcium flux Fluo4; active compounds read low; AID 463111; B-score at 10 µM; 310,000 tested, 0.92% active;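 active means B-score of the integrated calcium signal more than 4 SD below the library mean, with starting fluorescence not abnormally high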;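 further: negative B-score means reduced calcium response which marks RGS4 activation or potentiation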
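Assay system: HEK293 FlpIn-TREx cells, stable M3R, doxycycline-inducible RGS4 / Probe or stimulus: carbachol, ECmax concentration / Times: overnight RGS4 induction, 30 min dye load 37 °C, 20 min compound RT / Signal: kinetic calcium fluorescence imaging with Fluo4-AM dye, 2 µM / Measure: Agonist-evoked peak-minus-minimum fluorescence over baseline, integrated ratio, B score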
TMEM16A act = mouse TMEM16A channel activation, primary screen | Q8BHY3 | HEK293 TMEM16A/YFP-H148Q/I152L, iodide quench fluorescence; active compounds read low | B-score at 10 µM | 340,000 tested, 0.3% active | AID 623877;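 active means fluorescence-ratio B-score plate-corrected deviation score at least 3 library SD below zero, with starting fluorescence score within 5 deviations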;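 further: channel opened by trigger with iodide after compound preincubation; score built on the fluorescence ratio of max minus min over baseline; more negative score means more quench and so TMEM16A activation or potentiation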
MrgX1 agonist = activates human MrgX1 receptor signaling; 310,000 tested, 0.44% active; AID 588627; B-score at 10 µM; Q96LB2; MrgX1-HEK293 cells, Fluo-4 calcium fluorescence, agonist mode; active compounds read high;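 active means calcium response B-score plate-corrected fluorescence ratio at least 3 library SD, with starting fluorescence B-score inside 5 SD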
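Test system: Stable human MrgX1 HEK293 cell line | Schedule: Overnight plating before 1 h dye loading | Read-out basis: Baseline-normalised fluorescence change ratio, B-scored | Detection: Kinetic calcium dye fluorescence, Fluo-4 NW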
MrgX1 antag = blocks BAM8-22 activation of human MrgX1 receptor | MRGX1-HEK293 calcium flux, Fluo-4, BAM8-22 antagonism; active compounds read low | Q96LB2 | 310,000 tested, 1.3% active | B-score at 10 µM | AID 588676;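 active means calcium-response B-score plate-corrected more than 3 library SD below zero, starting fluorescence within 5 deviations, no agonist response on first addition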;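 further: peak minus trough fluorescence over baseline after final BAM8-22 challenge near maximal dose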
* = called active by the depositor; i = inactive; ? = inconclusive; nt = not tested or not shown.

Value order – SKKanGAS inh, RGS4 inh, ANO1 block, TRPC6 inhibitor, MrgX1 PAM, HDAC3 inhib, TRPC6 activator, RGS4 pot, TMEM16A act, MrgX1 agonist, MrgX1 antag
C[C@H](NC(=O)c1nc[nH]c1C(=O)NCc1ccc(CNC(=O)OC(C)(C)C)cc1)C(=O)OC(C)(C)C
 : 2, i, i, i, i, ?, i, i, i, i, i
ClC1(Cl)CC1Cn1c(C2CC2)nc2ccccc21 (stereo not drawn)
 : -5, i, i, i, i, -1, i, i, i, i, i
CCOC(=O)N1CCN(C(=O)c2ccc3nc(-c4ccccc4)c(-c4ccccc4)nc3c2)CC1
 : 7, i, i, i, i, -10, i, i, i, i, i
COc1ccc(NS(=O)(=O)c2ccc(C(=O)OC(C)C(=O)N3CCOCC3)cc2)cc1 (stereo not drawn)
 : 4, i, i, i, i, -5, i, i, i, i, i
O=C1Cn2c(nc3ccccc32)N1c1ccccc1F
 : 13, i, i, i, i, 7, i, i, i, i, i
COC(=O)C(C(C)C)N1CCc2c(C)nc3c(C#N)cnn3c21 (stereo not drawn)
 : -5, i, i, i, i, 6, i, i, i, i, i
COC(=O)CCCCC1SCC2NC(=O)NC21O (stereo not drawn)
 : -14, i, i, i, i, 3, i, i, i, i, i
CC(C)CC(c1nnnn1C1CCCC1)N1CCN(C(=O)c2ccco2)CC1 (stereo not drawn)
 : 2, i, i, i, i, -4, i, i, i, i, i
N=c1c2c3c(sc2ncn1CCCN1CCOCC1)CCCCC3
 : -5, i, i, -5.6*, i, 1, i, i, i, i, i
CN(C)S(=O)(=O)c1cccc(NC(=O)CN2C(=O)NC(CCc3ccccc3)C2=O)c1 (stereo not drawn)
 : -6, i, i, i, i, 0, i, i, i, i, i
CC(=O)NC(Cc1ccccc1)C(=O)OCC(=O)c1ccc(Br)cc1 (stereo not drawn)
 : -2, i, i, i, i, -5, i, i, i, i, i
CCn1c2ccccc2c2cc(NS(=O)(=O)c3ccccc3C)ccc21
 : 22, i, i, i, i, 4, i, i, i, i, i
O=C(NC(=S)Nc1ccccc1N1CCCCC1)c1ccc(F)cc1Cl
 : 50*, i, i, i, i, -6, i, -7*, i, i, i
COCC(=O)Nc1ccc(S(=O)(=O)Nc2nccs2)cc1
 : -18, i, i, i, i, 0, i, i, i, i, i
Fc1ccc(-c2nc3c(-c4ccc(F)cc4)cnn3cc2CCN2CCOCC2)cc1
 : 2, i, i, i, i, 9, i, i, i, i, i
CCOC(=O)c1ccc(NC(=O)CN(C)S(=O)(=O)c2ccc(OC)cc2)cc1
 : -7, i, i, i, i, -9, i, i, i, i, i
O=C(O)c1cccc([N+](=O)[O-])c1C(=O)Nc1cccc2ccccc12
 : 3, i, i, i, i, 1, i, i, i, i, i
O=C(NCc1ccco1)c1cccn2c(=O)c3sccc3nc12
 : 2, i, i, i, i, -2, i, i, i, i, i
O=C1C=C(c2ccccc2)CC(c2cccs2)C1n1cnc([N+](=O)[O-])c1 (stereo not drawn)
 : 7, i, i, i, i, 14, i, i, i, i, i
O=c1[nH]c2ccccc2n2c(C(F)(F)F)nnc12
 : -1, i, i, i, i, -6, i, i, nt, i, i
O=C(NCCc1ccc(F)cc1)c1ccc([N+](=O)[O-])cc1
 : -3, i, i, i, i, 1, i, i, i, i, i
COc1ccc(Br)cc1CN1CCSCC1
 : 6, i, i, i, i, -2, i, i, i, i, i
CCn1nnc(-c2ccccc2NS(=O)(=O)c2ccc(C(=O)OC)cc2)n1
 : 14, i, i, i, i, 0, i, i, i, i, i
O=C(O)C1CCCCC1C(=O)NCCc1ccc(Cl)cc1 (stereo not drawn)
 : -1, i, i, i, i, -5, i, i, i, i, i
CCC(C(=O)Nc1ncn[nH]1)(C(F)(F)F)C(F)(F)F
 : -4, i, i, i, i, 0, i, i, i, i, i
Cc1nn(C(C)C)c(C)c1CN1CCCC(CCC(=O)NCc2ccccc2F)C1 (stereo not drawn)
 : 0, i, i, i, i, -3, i, i, i, i, i
CC(=O)Nc1ccc(N2C(C(C)=O)=NN(c3ccccc3)C2c2cccs2)cc1 (stereo not drawn)
 : -1, i, i, i, i, 2, i, i, i, i, i
c1cnc2c(C3NCCc4c3[nH]c3ccccc43)cccc2c1 (stereo not drawn)
 : 3, i, i, -6.6*, i, -5, i, i, i, i, i
CC1CCN(CCCOc2ccc(OCc3ccccc3)cc2)CC1
 : 2, i, i, i, i, -2, i, -10*, i, i, i
CCCn1c(=O)c(C(=O)Nc2cc(C)ccn2)c(O)c2ccccc21
 : -5, i, i, i, i, -1, i, i, i, i, i
O=C(Nc1ccc(F)c(F)c1)C1CCCN(S(=O)(=O)c2cccc3nonc23)C1 (stereo not drawn)
 : 18, i, i, i, i, -7, i, i, i, i, i
Cc1ccc(S(=O)(=O)N2CCN(CC(=O)N/N=C\c3cccnc3)CC2)cc1
 : -4, i, i, i, i, -1, i, i, i, i, i
COC(=O)c1cc(NC(=O)c2cc(-c3ccc(Cl)cc3)oc2C(F)(F)F)ccc1N1CCOCC1
 : 59*, i, i, i, i, 5, i, i, i, i, i
O=C(NCCc1ccccc1)C(=O)NCC1CCNCC1
 : -14, i, i, i, i, -3, i, i, nt, i, i
O=C(Cn1cccc1C(=O)c1ccccc1)NCc1ccccc1
 : 2, i, i, i, i, 4, i, i, i, i, i
O=C(O)CC(CNS(=O)(=O)c1cccc2nsnc12)c1ccccc1 (stereo not drawn)
 : -13, i, i, i, i, 8, i, i, i, i, i
Cc1nn(C)cc1C(C(=O)NC1CCCCC1)N(C(=O)Cc1cccs1)c1ccc(C(C)C)cc1 (stereo not drawn)
 : 0, i, i, i, i, 1, i, i, i, 27*, i
O=C(N/N=C/c1ccc(-c2cccc([N+](=O)[O-])c2)o1)c1ccc([N+](=O)[O-])cc1
 : 3, i, i, i, i, -1, i, i, i, i, i
CC(=O)Nc1nc2ccccc2n1Cc1ccccc1
 : 3, i, i, i, i, -1, i, i, i, i, i
CC#CCN1c2ccccc2[C@]23C[C@@H](C(=O)OC)N(C(=O)NC4CCCCC4)C2=NC(C(=O)OC)=C(C(=O)OC)[C@H]13
 : -2, i, i, i, i, -6, i, i, i, i, i
Cc1cc2ncn(-c3ncnc4sc5c(c34)CCCC5)c2cc1C
 : 33, i, i, i, i, 2, i, i, nt, i, i
NC(=S)N/N=C\c1ccc(-c2cccc(Cl)c2Cl)o1
 : 25, i, i, i, i, 14, i, i, i, i, i
CCC1=C(OC(=O)N(CC)CC)N2C(=O)OC(=NCC(=O)OC)[C@]2(Cc2ccccc2)[C@H]2C1=CC[C@H]1C(=O)NC(=O)[C@H]12
 : 1, i, i, i, i, 3, i, i, i, i, i
O=C(Nc1ccc(S(=O)(=O)C(F)F)cc1)c1ccc2c(=O)n3c(nc2c1)CCC3
 : 1, i, i, i, i, 0, i, i, i, i, i
NNC(=O)c1cc(C23CC4CC(CC(C4)C2)C3)[nH]n1
 : -4, i, i, i, i, -9, i, i, i, i, i
CC(C)(C)NS(=O)(=O)c1ccc(NC(=O)Cc2ccccc2[N+](=O)[O-])cc1
 : 4, i, i, i, i, 1, i, i, i, i, i
CCOC(=O)c1cc2c(ccc3nc(C)c(C)c32)[nH]c1C
 : -15, i, i, i, i, 1, i, i, i, i, i
Clc1cccc(Cl)c1/C=N\Nc1nccs1
 : 0, i, i, i, i, -3, i, i, i, i, i
Cc1[nH]c(=O)[nH]c(=O)c1NC(=O)CSc1ncccc1-c1nc2ccccc2[nH]1
 : -12, i, i, i, i, -5, i, i, i, i, i
N=c1sccn1CC(=O)Nc1cc(S(=O)(=O)N2CCCC2)ccc1Cl
 : 7, i, i, i, i, 3, i, i, i, i, i
COc1ccccc1CNC(=O)C1Cc2cc(S(=O)(=O)N3CCCC3)ccc2N1C(C)=O (stereo not drawn)
 : -6, i, i, i, i, 2, i, i, i, i, i
CCc1nnc(SCC(=O)Nc2ccc(N3CCOCC3)cc2)o1
 : -4, i, i, i, i, -6, i, i, i, i, i
COc1ccc(NC(=O)N(CCc2ccccc2)Cc2cc3c(C)cc(C)cc3[nH]c2=O)cc1
 : 18, i, i, i, i, -1, i, i, i, i, i
O=[N+]([O-])c1cc(C(F)(F)F)ccc1NCCc1ccncc1
 : 5, i, i, i, i, 0, i, i, i, i, i
Cn1nc(C(=O)NCc2ccc(F)cc2)c2ccccc2c1=O
 : 6, i, i, i, i, 0, i, i, i, i, i
O=C1NCC(=O)N(Cc2ccccc2)/C1=C/c1ccccc1
 : -5, i, i, i, i, 0, i, i, i, i, i
Cc1ccc(SCC(=O)Nc2c(Br)cnn2C)cc1
 : -5, i, i, i, i, -3, i, i, i, i, i
CCC(=O)Nc1c(C(=O)Nc2cccc(OC)c2)oc2ccccc12
 : -7, i, i, i, i, -1, i, i, i, i, i
Nc1nc(N)nc(-c2ccccc2-c2nc(N)nc(N)n2)n1
 : 17, i, i, i, i, -1, i, i, i, i, i
CCCC1(C(=O)OCC)NC(c2ccco2)C2C(=O)N(C)C(=O)C21 (stereo not drawn)
 : 1, i, i, i, i, 0, i, i, i, i, i

(list continues)
Value order – SKKanGAS inh, RGS4 inh, ANO1 block, TRPC6 inhibitor, MrgX1 PAM, HDAC3 inhib, TRPC6 activator, RGS4 pot, TMEM16A act, MrgX1 agonist, MrgX1 antag
COc1ccc(OC)c(C2=Nn3c(nnc3-c3cc(OC)c(OC)c(OC)c3)SC2)c1
 : 30, i, i, i, i, 3, i, i, i, i, i
CCOCCCn1c(SCC(=O)Nc2ccc3[nH]c(=O)[nH]c3c2)nc2ccccc2c1=O
 : -3, i, i, i, i, -6, i, i, i, i, i
CCOC(=O)c1ccc(NC(=O)CSc2nnc(-c3cccs3)n2C)cc1
 : 2, i, i, i, i, 4, i, i, i, i, i
Cc1c(O)ccc2c3c(c(=O)oc12)CCCC3
 : nt, nt, i, nt, i, -77, nt, nt, i, i, i
Cc1ccc2nc(SCC(=O)N3CCCC3)nc(=O)n2c1
 : -5, i, i, i, i, 4, i, i, i, i, i
CCOC(=O)/C(=N/Nc1ccc(OC)cc1)Sc1nnc(CCc2ccccc2)n1-c1ccccc1
 : -1, i, i, i, i, 11, i, i, i, i, i
